AddAB inh – less growth of phage-infected E. coli with AddAB. E. coli expressing H. pylori AddAB, absorbance growth. inhibition, % at 11.9 µM. actives 0.29% (n = 330,000). AID 435030; in the data active = inhibition above about 12%;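 also: 0% = vehicle wells of infected cells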
HTR5A ag – counter-screen for OPRM1-OPRD1 agonists: human HTR5A agonism; HTR5A agonist assay, luminescence, cell-based; actives 0.61% (n = 340,000); activation, % at 9.3 µM; in the data active = activation mostly above about 9.5%, no sharp cut-off; inactive = mostly below about 7.6%;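 also: 0% = cells with vehicle only and 100% = reference agonist; strong numbers were not always called active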
PfHsp90 set2 – growth inhibition of yeast expressing Plasmodium Hsp90 | S. cerevisiae expressing PfHsp90, BacTiter-Glo ATP, 48 h; yeast lacking PDR1 and PDR3 efflux regulators | inhibition, % at 9.4 µM | actives 0.32% (n = 310,000) | AID 504621;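 active = every replicate shows inhibition above about 80%, whatever the replicate mean, limit read from the data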;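 also: 0% = DMSO neutral controls and 100% = 20 µM radicicol positive controls; yeast relying on Plasmodium falciparum Hsp90 in place of its own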
HTR5A inv ctr – inverse agonist of human HTR5A in OPRM1-OPRD1 counter-screen; inhibition, % at 9.3 µM; HTR5A cell line, luminescence, inverse agonism; AID 504634; actives 0.083% (n = 340,000); in the data active = inhibition mostly above about 23%, no sharp cut-off; inactive = mostly below about 18%;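 also: 0% = cells with DMSO and 100% = no-cell wells with DMSO; some compounds called inactive have numbers as strong as hits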
MOR-DOR inv ag – inverse agonist of human OPRM1-OPRD1 heterodimerization | cell-based MOR-DOR heterodimer luminescence, inverse agonism | inhibition, % at 9.3 µM | actives 0.21% (n = 340,000) | AID 504357 | P35372+P41143; in the data active = inhibition above about 22%, passing the limit was not always enough;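 also: 0% = cells with DMSO and 100% = wells without cells with DMSO; values of inactives mirror those of a sister screen read the other way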
Target sequence (P35372 whole entry, looked up): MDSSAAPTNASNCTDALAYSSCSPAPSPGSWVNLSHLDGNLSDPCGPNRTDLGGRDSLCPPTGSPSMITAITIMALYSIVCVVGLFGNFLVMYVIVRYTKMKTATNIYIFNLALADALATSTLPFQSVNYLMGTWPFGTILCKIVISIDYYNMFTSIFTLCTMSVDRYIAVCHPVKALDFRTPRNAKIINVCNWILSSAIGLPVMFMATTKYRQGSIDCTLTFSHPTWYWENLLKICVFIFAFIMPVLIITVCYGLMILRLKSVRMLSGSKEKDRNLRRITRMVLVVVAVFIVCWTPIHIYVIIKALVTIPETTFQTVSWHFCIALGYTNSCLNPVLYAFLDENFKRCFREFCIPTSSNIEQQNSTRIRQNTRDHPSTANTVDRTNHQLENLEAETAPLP
Target sequence (P41143 whole entry, looked up): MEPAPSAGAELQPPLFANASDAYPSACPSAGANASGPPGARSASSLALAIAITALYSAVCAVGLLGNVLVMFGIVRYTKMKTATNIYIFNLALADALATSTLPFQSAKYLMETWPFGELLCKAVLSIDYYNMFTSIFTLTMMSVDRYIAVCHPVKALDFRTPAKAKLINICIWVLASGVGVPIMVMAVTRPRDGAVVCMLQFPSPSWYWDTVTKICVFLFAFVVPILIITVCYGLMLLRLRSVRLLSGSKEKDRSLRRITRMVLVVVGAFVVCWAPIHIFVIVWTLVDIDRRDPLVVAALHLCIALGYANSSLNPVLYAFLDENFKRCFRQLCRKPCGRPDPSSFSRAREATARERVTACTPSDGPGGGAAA
DSG3 Ab inh – human desmoglein-3 autoantibody binding inhibition | DSG3-coupled beads, scFv-anti-DSG3-GFP binding, flow cytometry; active compounds read low | binding (percent of control), % at 10 µM | P32926 | actives 0.48% (n = 310,000);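 active = binding more than 3 SD below its plate's average and above zero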;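 also: hits lower antibody fragment binding to DSG3; some compounds called inactive have numbers as strong as hits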
phage Ecoli inh – E. coli growth loss with phage present. actives 0.26% (n = 360,000). growth absorbance. inhibition, % at 11.9 µM; in the data active = inhibition above about 11%
Ecoli viability – bacterial growth inhibition, counter-screen for AddAB inhibitors; actives 0.27% (n = 330,000); inhibition, % at 11.9 µM; E. coli V3065 growth, OD600 absorbance, 18 h;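 active = inhibition above the campaign's mean inhibition across all tested compounds plus 3 SD, cut at about 9.9% in these data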;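 also: uninfected addAB+ strain grown without phage in ampicillin broth; 0% = DMSO wells and 100% = ciprofloxacin 0.95 µg/ml wells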
PKA-R1A activ – activators of PKA-R1A complex. P00514+P68181. actives 0.083% (n = 340,000). activation, % at 11.4 µM. PKA-R1A dissociation, Cy5-IP20 fluorescence polarization; scaled: DMSO 0%, 113 µM cGMP 100%;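 active = percent activation above the mean of all tested compounds plus 3 SD, cut at about 19% in these data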;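 also: higher means more PKAc released from R1A so a rise in polarization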
Mot1-301 SUMO – blocks SUMOylation pathway, rescuing yeast Mot1-301 growth. S. cerevisiae Mot1-301 growth rescue, ATP luminescence, 38.5C; percent above DMSO median, 100 means doubled. growth rescue, % at 18.8 µM. actives 1% (n = 320,000);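 active = every valid replicate shows activation above 250% relative to neutral control wells; inactive = the rest, any valid replicate at or below 250%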;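 also: OY570 slx delta 5 strain wells were the positive control but not used for scaling; some compounds called inactive have numbers as strong as hits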
MOR-DOR ag – OPRM1-OPRD1 heterodimerization agonism. P35372+P41143. cells, luminescence. activation, % at 9.3 µM. actives 0.3% (n = 340,000). AID 504326; in the data active = activation above about 18%;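 also: 0% = vehicle-treated cells and 100% = reference agonist; values of inactives mirror those of a sister screen read the other way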
* hit, by the source's call; . = no result given.

#1 CC12CC3CC1C(C(=O)O2)C3C(=O)O (centres undefined)
#2 COc1ccc(OC)c(/C=N/NC(=O)CCc2ccc(O)c(O)c2)c1
#3 CN1C(=O)c2cccc3c(S(=O)(=O)NCCc4ccccc4)ccc1c23
#4 O=C(N1CCOCC1)N(CCN1CCOCC1)Cc1cccc2ccccc12
#5 CN(C(=O)CSc1nccc(=O)[nH]1)C1CCCCC1
#6 CC1Cc2nc(SCC(=O)NCC3CCCO3)n(C)c(=O)c2S1 (centres undefined)
#7 Cc1c(C(=O)Nc2ccccc2)sc2nc(-c3ccccc3)cn12
#8 NS(=O)(=O)c1ccc(NC(=O)C2CCCN(S(=O)(=O)c3ccc(F)cc3)C2)cc1 (centres undefined)
assay / entry | 1 | 2 | 3 | 4 | 5 | 6 | 7 | 8
AddAB inh | . | 5.3 | 1.0 | 1.7 | -0.2 | 4.6 | -0.3 | 0.4
HTR5A ag | 3 | 0 | -1 | -6 | -4 | -3 | 2 | 1
PfHsp90 set2 | 7 | 20 | 25 | 0 | -4 | 10 | 26 | -6
HTR5A inv ctr | -10 | -11 | -8 | 15 | -12 | 7 | -27 | 2
MOR-DOR inv ag | 9 | 0 | 11 | 16 | 2 | 16 | -20 | 11
DSG3 Ab inh | 101 | 106 | . | . | 91 | 103 | 97 | 112
phage Ecoli inh | 1.8 | 0.5 | 2.6 | 2.9 | 4.6 | 0.1 | 4.1 | 1.5
Ecoli viability | . | -2.1 | -0.3 | -3.3 | 2.1 | -1.5 | 1.2 | 2.4
PKA-R1A activ | -6 | 4 | -3 | 7 | 0 | -4 | -6 | -9
Mot1-301 SUMO | . | -2 | -6 | -2 | -8 | -8 | 29 | 2
MOR-DOR ag | -2.0 | -0.1 | -1.7 | -3.8 | -0.6 | -2.9 | 4.0 | -2.5

#9 CCc1cccc2c(C(=O)CSc3nncn3-c3ccc(OC)cc3)c[nH]c12
#10 C=CCn1c(SCC(=O)NC2CCS(=O)(=O)C2)nnc1-c1cc2c(s1)CCC(CC)C2 (centres undefined)
#11 COC(=O)c1ccc2c(c1)c(-c1ccccc1)c(-c1ccccc1)n2C
#12 O=S(=O)(c1ccc2ccccc2c1)N1CCN(c2ccc(O)cc2)CC1
#13 Cc1nn(C2CCS(=O)(=O)C2)c(Cl)c1/C=C/C(=O)OCC(=O)N(C)C (centres undefined)
#14 CC(C)(C)C(=O)CSc1ncnc2sc3c(c12)CCC3
#15 CC1Cc2cc(/C(O)=C3/C(=O)C(=O)N(CCCN(C)C)C3c3ccncc3)ccc2O1 (centres undefined)
#16 COc1ccc(OC)c(NC(=O)c2ccc3c(c2)C(=O)N(c2ccc(OC(C)=O)cc2)C3=O)c1
assay / entry | 9 | 10 | 11 | 12 | 13 | 14 | 15 | 16
AddAB inh | 4.9 | 1.5 | 1.7 | 0.3 | 1.7 | 5.4 | . | -1.3
HTR5A ag | 3 | -1 | -2 | 4 | 6 | -8 | -3 | 3
PfHsp90 set2 | -2 | 9 | -5 | -15 | 18 | -9 | 2 | -1
HTR5A inv ctr | -8 | -15 | 6 | -12 | -16 | 19 | -1 | -12
MOR-DOR inv ag | 3 | -3 | 5 | -15 | -5 | -12 | 12 | 8
DSG3 Ab inh | 104 | 96 | 99 | . | 105 | 100 | . | 103
phage Ecoli inh | 0.8 | 2.0 | 0.8 | 2.4 | 1.9 | 4.3 | 0.1 | -0.3
Ecoli viability | -2.2 | -2.1 | 0.0 | -1.9 | 1.8 | -1.5 | . | 0.6
PKA-R1A activ | -6 | 2 | 1 | 1 | 1 | 3 | 2 | 2
Mot1-301 SUMO | -16 | -22 | . | 28 | 21 | -1 | . | -1
MOR-DOR ag | -0.6 | 0.4 | -1.0 | 3.5 | 1.0 | 2.4 | -2.9 | -1.8

#17 CSc1nc2nc3c(c(=O)n2[nH]1)CCCC3
#18 Cc1ccc(NC(=O)C(C)OC(=O)Cc2c[nH]c3ccccc23)cc1S(=O)(=O)N1CCOCC1 (centres undefined)
#19 CCOc1ccc(NC(=S)N(CCc2c(C)[nH]c3ccc(C)cc23)Cc2cccnc2)cc1
#20 COc1ccccc1N1CCN(C(c2ccc(N(C)C)cc2)c2nnnn2CCc2ccccc2)CC1 (centres undefined)
#21 CCCCc1cc(=O)oc2cc(C)cc(OCC(=O)NCc3ccncc3)c12
#22 CCC12CN(C(=O)c3ccc(OC)cc3)CC(CC)(CN(C(=O)c3ccc(OC)cc3)C1)C2=O
#23 COc1ccc(C(=O)C[n+]2cccc3cc(OC)ccc32)cc1
#24 C=CCn1c(SCc2cc(=O)n3ccsc3n2)nc2ccccc2c1=O
assay / entry | 17 | 18 | 19 | 20 | 21 | 22 | 23 | 24
AddAB inh | 0.0 | -0.7 | 0.2 | 0.5 | 2.4 | 1.9 | -2.2 | 5.0
HTR5A ag | -1 | 1 | -5 | -2 | -1 | 4 | 1 | 1
PfHsp90 set2 | -22 | -8 | -183 | -18 | -19 | 27 | 1 | -63
HTR5A inv ctr | 21 | -2 | 13 | -37 | -1 | -24 | -4 | -2
MOR-DOR inv ag | -1 | -5 | 10 | -12 | -1 | 7 | -5 | 16
DSG3 Ab inh | 100 | 116 | 95 | 99 | 102 | 93 | 101 | 100
phage Ecoli inh | 4.9 | 0.7 | 1.4 | 2.9 | 2.4 | 0.0 | 2.7 | 4.7
Ecoli viability | 0.9 | -2.9 | 0.3 | 0.6 | -0.6 | -1.4 | -1.4 | 0.5
PKA-R1A activ | -3 | -2 | -9 | -1 | 0 | -4 | -3 | 1
Mot1-301 SUMO | -1 | -13 | -1 | -1 | 10 | 922 | 9 | 16
MOR-DOR ag | 0.1 | 0.9 | -1.6 | 2.2 | 0.2 | -1.2 | 1.1 | -3.0

#25 Cc1cc(C(=O)OCC(=O)NCCN2C(=O)CSC2=O)ccc1[N+](=O)[O-]
#26 Cc1ccc(OCCNC(=O)/C=C/c2ccccc2)cc1C
#27 Cc1ccccc1NC(=O)Nc1nnc(CC(=O)NCc2ccccc2)s1
#28 CCOc1c(Nc2ccc(C(C)C)cc2)c(=O)c1=O
#29 Cc1cccc2nc(CNC(=O)CC3C(=O)NCCN3Cc3cccc(F)c3)cn12 (centres undefined)
#30 Cc1ccc(C(C)C)cc1OCC(=O)NNC(=O)Nc1ccccc1
#31 COc1cccc(NC(=O)CSc2nnc(Cn3nnc4ccccc43)n2C)c1
#32 COc1cc(C(=S)N2CCCC2)ccc1OCc1ccc(C)cc1
assay / entry | 25 | 26 | 27 | 28 | 29 | 30 | 31 | 32
AddAB inh | 0.8 | 0.1 | 5.4 | 0.2 | 2.9 | 4.0 | -0.2 | 2.0
HTR5A ag | -3 | -3 | 0 | -1 | 2 | 5 | -2 | -7
PfHsp90 set2 | -8 | 6 | -14 | 6 | 16 | -36 | -21 | -2
HTR5A inv ctr | 9 | 16 | -21 | -1 | -13 | -19 | 8 | 26
MOR-DOR inv ag | 10 | -3 | 8 | 1 | 9 | -25 | 12 | 13
DSG3 Ab inh | 101 | 106 | 96 | 106 | 89 | 110 | 106 | 105
phage Ecoli inh | -0.9 | 4.4 | 2.1 | 1.8 | -2.2 | 0.2 | 3.6 | -0.2
Ecoli viability | 3.1 | 0.6 | 1.5 | 2.9 | 0.1 | -0.3 | 0.7 | 0.7
PKA-R1A activ | 5 | -23 | 5 | -9 | 9 | 0 | -8 | 5
Mot1-301 SUMO | -10 | 1 | -17 | 0 | 47 | -20 | -13 | 5
MOR-DOR ag | -2.6 | 0.6 | -1.4 | -0.2 | -1.8 | 5.3 | -2.1 | -2.8

More entries
Every second line gives: AddAB inh | HTR5A ag | PfHsp90 set2 | HTR5A inv ctr | MOR-DOR inv ag | DSG3 Ab inh | phage Ecoli inh | Ecoli viability | PKA-R1A activ | Mot1-301 SUMO | MOR-DOR ag
33) COC(=O)Cn1c(=NC(=O)c2ccc(OC)cc2)sc2cc(OC)ccc21
    -0.9 | 6 | 0 | -7 | 3 | 99 | 1.3 | -0.1 | -4 | -5 | -0.7
34) O=C(c1cccs1)N(Cc1ccco1)Cc1cc2ccccc2[nH]c1=O
    2.2 | 2 | -46 | 5 | 5 | 101 | 0.5 | -0.3 | -6 | 10 | -0.9
35) COc1ccc(CN2[C@@H](CC(C)=O)c3ccc(/C=C/C(C)=O)cc3S2(=O)=O)cc1
    2.3 | 0 | . | 10 | 1 | 120 | 2.6 | 0.5 | -7 | 431 | -0.1
36) COc1cccc(CN(C)C(=O)CCN=C2NS(=O)(=O)c3ccccc32)c1
    0.8 | -4 | 5 | 13 | 11 | 95 | 0.6 | -0.8 | 5 | 7 | -2.9
37) CCC1(C)Cc2c(sc3c2c(=O)n(C)c2nnc(SCC(=O)c4ccccc4)n32)CO1 (centres undefined)
    0.8 | 0 | -7 | 1 | 13 | 104 | -0.4 | 1.0 | -8 | 4 | -2.8
38) COc1ccc(Cl)cc1C(=O)NNC(=O)C1CCCO1 (centres undefined)
    . | 2 | -13 | -5 | 4 | 106 | 1.8 | . | 7 | . | -0.7
39) NS(=O)(=O)c1ccc(N2C(=O)C3C4CC(C(Br)C4Br)C3C2=O)cc1 (centres undefined)
    . | 3 | 8 | -8 | 9 | 103 | 3.6 | . | 13 | . | -1.6
40) COc1ccc(CCNC(=O)CCCCCN2C(=O)[C@@H]3Cc4ccccc4CN3C2=O)cc1OC
    2.5 | -2 | 9 | -1 | 6 | . | -0.3 | 0.1 | 0 | -4 | -1.1
41) NC(=O)C1CCCN(S(=O)(=O)c2ccc3ccccc3c2)C1 (centres undefined)
    -0.3 | -1 | 5 | -8 | 8 | 98 | 2.8 | -1.7 | -5 | 1 | -1.6
42) O=C(O)CCc1nnc2n(Cc3ccc(F)cc3)c(=O)c3ccccc3n12
    3.3 | 1 | -12 | -3 | 4 | 103 | 2.4 | -2.2 | 3 | -13 | -0.8

The list goes on; it opens with the two that closed the last part.
Every second line gives: AddAB inh | HTR5A ag | PfHsp90 set2 | HTR5A inv ctr | MOR-DOR inv ag | DSG3 Ab inh | phage Ecoli inh | Ecoli viability | PKA-R1A activ | Mot1-301 SUMO | MOR-DOR ag
41) NC(=O)C1CCCN(S(=O)(=O)c2ccc3ccccc3c2)C1 (centres undefined)
    -0.3 | -1 | 5 | -8 | 8 | 98 | 2.8 | -1.7 | -5 | 1 | -1.6
42) O=C(O)CCc1nnc2n(Cc3ccc(F)cc3)c(=O)c3ccccc3n12
    3.3 | 1 | -12 | -3 | 4 | 103 | 2.4 | -2.2 | 3 | -13 | -0.8
43) Cc1nn(CC(=O)Nc2ccc3c(c2)OCO3)c(C)c1[N+](=O)[O-]
    6.6 | 6 | -29 | -22 | 8 | . | -0.8 | 1.9 | 4 | 9 | -1.7
44) Cc1ccc(Nc2nc(N)nc(CN3CCN(C)CC3)n2)cc1
    1.8 | 1 | . | 2 | 13 | 97 | 2.4 | 0.4 | 2 | -14 | -2.3
45) Cc1nc(N2CCN(c3ccccn3)CC2)c2c(C)c(C(=O)Nc3ccc(F)cc3F)sc2n1
    -0.6 | -2 | 10 | 5 | 18 | 99 | 1.7 | 0.5 | -5 | 88 | -3.6
46) CN(C)CCCC1Sc2ccccc2Sc2ccccc21 (centres undefined)
    1.4 | -2 | -7 | -31 | 11 | . | 2.1 | -1.0 | -5 | -1 | -2.2
47) CCOc1cc(OCC)cc(C(=O)Nc2cccc(C(C)=O)c2)c1
    0.0 | 1 | -4 | -21 | 13 | 120 | 3.4 | 0.3 | -1 | 16 | -2.4

High-throughput results as filed in PubChem.
